Pf apPOL inh: Pf-apPOL inhibitors, biochemical, fluorescence | 210,000 tested, 0.25% active | Plasmodium falciparum apicoplast DNA polymerase (apPOL) | inhibition, % at 10 µM | Recombinant Pf-apPOL, molecular beacon fluorescence, 1.5 h | AID 1794808, 2022
mHTT CaM bind: mutant huntingtin-calmodulin interaction inhibitors – biochemical, AlphaScreen, primary screen. P42858. AlphaScreen His-mHTT/GST-CaM binding, luminescence. inhibition, % at 15 µM. 190,000 tested, 3.6% active;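 also: 0% = both proteins with DMSO and 100% = one protein alone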
Active calls of the source: *; i = inactive; . = not tested or not shown; & = joins results of further samples. Rule as the data show it: active = inhibition above about 50%; inactive = the rest.

mol | Pf apPOL inh | mHTT CaM bind
CCOC(=O)Cn1cnc2c(-c3ccc(F)cc3)csc2c1=O | -4 | 0
CCCNC(=O)C1(O)c2cc(Br)ccc2NC(=O)N1c1ccc(OC)cc1OC (configuration not stated) | -2 | -3
CN(c1ccc(C(=O)Nc2cccnc2)cc1)S(=O)(=O)c1ccccc1 | 0 | 9
CCOc1ccc(N(C(C)C(=O)Nc2cccc([N+](=O)[O-])c2)S(C)(=O)=O)cc1 (configuration not stated) | -1 | 13
CC(=NNc1c(Cl)cc(Cl)cc1Cl)c1oc(C)nc1C | 2 | .
CCOc1ccc(-n2c(SCC(=O)Nc3nnc(CC)s3)nc3c(c2=O)SCC3)cc1 | 3 | -2
O=[N+]([O-])c1ccccc1/C=C/CN1CCCCC1CO (configuration not stated) | -4 | 0
N#C/C(=C\c1ccc(O)c([N+](=O)[O-])c1)c1nc2ccccc2s1 | 0 | 26
NC(=O)c1cc2ccccc2oc1=Nc1cc(C(F)(F)F)ccc1Cl | -2 | 7
O=C(CN1C(=O)CSc2ccccc21)NCc1ccccn1 | -20 | 24
CC1(C)COc2ccc(NC(=O)c3ccc(Br)o3)cc2NC1=O | 6 | 6
O=c1c2ccccc2cnn1CCOCCOc1ccccc1 | -6 | -1
CSc1nc2nc3c(cc2c(=O)n1-c1ccccc1C)COC(C)(C)C3 | -10 | 8
CCCNC(=O)c1c2c(nc3c(C)cccc13)CCC2 | -3 | -4
COc1ccc(OCC(=O)NCCc2ccccc2)cc1 | -1 | -7

Reprinted at random: 5 compounds from above.
mol | Pf apPOL inh | mHTT CaM bind
CCOc1ccc(-n2c(SCC(=O)Nc3nnc(CC)s3)nc3c(c2=O)SCC3)cc1 | 3 | -2
N#C/C(=C\c1ccc(O)c([N+](=O)[O-])c1)c1nc2ccccc2s1 | 0 | 26
CSc1nc2nc3c(cc2c(=O)n1-c1ccccc1C)COC(C)(C)C3 | -10 | 8
NC(=O)c1cc2ccccc2oc1=Nc1cc(C(F)(F)F)ccc1Cl | -2 | 7
CN(c1ccc(C(=O)Nc2cccnc2)cc1)S(=O)(=O)c1ccccc1 | 0 | 9

Further results follow:
mol | Pf apPOL inh | mHTT CaM bind
O=C(NCC1CCCO1)c1ccc2c(c1)NC(=O)C(N1CCCCC1)S2 (configuration not stated) | -12 | -2
CCN1CCN(CC(O)COc2ccc3c(c2)CCC3)CC1 (configuration not stated) | -8 | 6
N#CC1=C(S)NC(O)(c2ccccc2)C([n+]2ccccc2)C1c1ccccc1Br (configuration not stated) | -4 | 77*
COc1ccccc1CNC(=O)c1oc2ccc(S(=O)(=O)N3CCCC3)cc2c1C | -4 | -2
O=C(C1CCCN(Cc2cccc(F)c2)C1)N1CCCCCC1 (configuration not stated) | 1 | 1
CN(C)S(=O)(=O)N1CCN(c2c(Cl)cccc2[N+](=O)[O-])CC1 | -39 | 0
Cc1nn(Cc2ccccc2)c2c1C(c1ccc([N+](=O)[O-])cc1)C(C#N)=C(N)O2 (configuration not stated) | 0 | 15
COc1ccc(C2CC(C(F)(F)F)n3nc(C(=O)Nc4ccc(C)c(C)c4)cc3N2)cc1OC (configuration not stated) | -2 | 10
CC1Cc2cc(-c3cc(CC(=O)NCCCn4ccnc4)no3)ccc2O1 (configuration not stated) | -5 | 20
COc1ccc(CCN2C(=O)CSC2c2ccc(Cl)c(Cl)c2)cc1OC (configuration not stated) | 4 | 100*
Cc1cc(C)cc(NC(=O)N2CCC(c3nc(C(=O)N(C)C)c(C)o3)CC2)c1 | -6 | 0
COc1ccc(Cl)cc1C(=O)N1N=C(C)CC1(O)C(F)(F)F (configuration not stated) | 8 | -3
Clc1ccc(CN2CCCNCC2)c(Cl)c1 | -4 | .
Cc1ccc(OCC(O)CN2CCN(c3ccc(F)cc3)CC2)c(C)c1 (configuration not stated) | -3 | 24
COc1ccc(CCN(C)C/C=C/c2ccccc2[N+](=O)[O-])cc1OC | -5 | 2

Filtered by structure: the entries above containing a Cl atom.
mol | Pf apPOL inh | mHTT CaM bind
CC(=NNc1c(Cl)cc(Cl)cc1Cl)c1oc(C)nc1C | 2 | .
NC(=O)c1cc2ccccc2oc1=Nc1cc(C(F)(F)F)ccc1Cl | -2 | 7
CN(C)S(=O)(=O)N1CCN(c2c(Cl)cccc2[N+](=O)[O-])CC1 | -39 | 0
COc1ccc(CCN2C(=O)CSC2c2ccc(Cl)c(Cl)c2)cc1OC (configuration not stated) | 4 | 100*
COc1ccc(Cl)cc1C(=O)N1N=C(C)CC1(O)C(F)(F)F (configuration not stated) | 8 | -3
Clc1ccc(CN2CCCNCC2)c(Cl)c1 | -4 | .

(further entries)
mol | Pf apPOL inh | mHTT CaM bind
Cc1noc(-c2cccn2Cc2cccc(F)c2)n1 | 0 | -30
CCN(CC)c1ccc(C(=O)O)cc1 | 0 | -6
Fc1cccc(Cl)c1CSc1nccn1-c1cccnc1 | -13 | .
COc1ccc(CC(=O)NCc2cccnc2-c2ccccc2)cc1 | -5 | -8
Fc1ccccc1COc1ccc(-c2nn[nH]n2)cc1 | -8 | 1
CC(=O)Nc1ncnc2n[nH]nc12 | . | -3
O=C(c1ccccc1)N1CCCN(c2cc(-c3ccc4c(c3)OCO4)[nH]n2)CC1 | 1 | 8
O=C1C=CC(=NS(=O)(=O)c2ccc(Cl)cc2)C=C1 | -6 | 48
C=CCN1C(=O)C2(C(C#N)=C(N)Oc3n[nH]c(C)c32)c2ccccc21 (configuration not stated) | -3 | 3
COc1cc(/C=c2\sc3nc(-c4oc5ccccc5c4C)nn3c2=O)cc(OC)c1OC | -4 | -2
O=C(CCc1ccc2nc[nH]c2c1)Nc1cccc(Cl)c1 | -4 | -3
Cc1cccc(NC(=O)CCc2csc(NC(=O)NC3CCCCC3)n2)c1C | -2 | -7
Cc1ccccc1NC(=O)c1ccc(-c2nc3cccnc3n(C)c2=O)cc1 | 0 | 0
COc1ccc(/C=C2/N=C(c3ccc(Cl)cc3)OC2=O)c(OC)c1OC | -2 | 6
Cc1ccc(C(=O)c2ccccc2C(=O)O)c(O)c1 | 3 | 4
CC(=O)N1N=C(c2cccc(C)c2)OC12CCCC2 | 0 | -28
Cn1nc(NC(=O)c2cccn(C)c2=O)c2c1NC(=O)CC2c1ccco1 (configuration not stated) | 1 | -14
NC(=O)c1ccccc1NC(=O)c1ccc([N+](=O)[O-])cc1 | 0 | -5
O=C(c1nn2c(c1Cl)NC(c1cccs1)CC2C(F)(F)F)N1CCOCC1 (configuration not stated) | -12 | 1
O=C(Nc1ccccc1C(=O)O)c1ccc2c(c1)C(=O)N(Cc1cccnc1)C2=O | 1&-4 | 0&-5
CN(C)CCN(C)C1CCN(Cc2ccccc2)CC1 | -2 | 2
COc1ccc(C(=O)N2CC3CC2CC3NC(=O)c2cccs2)cn1 (configuration not stated) | -3 | -1
COc1ccc(Cl)cc1Nc1ncnc2sc3c(c12)CCC(C)C3 (configuration not stated) | 1 | -6
O=S(=O)(NC1NN=C(c2cc(Cl)cc(Cl)c2O)N1Nc1ccccc1)c1ccccc1 (configuration not stated) | -204 | .
CCCCNC(=O)C1CCN(c2nc3ccccc3o2)CC1 | -13 | 7
CCn1c(SC)nnc1-c1nn(C)c2c1CN(C(=O)c1cc(C)ccc1C)CC2 | -4 | 2
N/C(=N\OC(=O)c1ccccc1[N+](=O)[O-])c1ccccn1 | -6 | i
CC(=O)c1cccc(NC(=O)c2cccc(Cl)c2Cl)c1 | -10 | -10
O=C(c1ccccc1)c1ccc[nH]1 | -7 | .
CCCC(=O)Nc1ccc(Br)c(Cl)c1 | -9 | -13

In a second layout: 4 of the compounds above.
Results follow in this order: Pf apPOL inh, mHTT CaM bind
Cc1ccc(OCC(O)CN2CCN(c3ccc(F)cc3)CC2)c(C)c1 (configuration not stated)
  -3, 24
COc1ccc(CCN(C)C/C=C/c2ccccc2[N+](=O)[O-])cc1OC
  -5, 2
Cc1noc(-c2cccn2Cc2cccc(F)c2)n1
  0, -30
CCN(CC)c1ccc(C(=O)O)cc1
  0, -6

Next part.
mol | Pf apPOL inh | mHTT CaM bind
O=C(Nc1ccc(F)cc1)N1CCc2nc(-c3ccc(F)cc3)ncc2C1 | -1 | -1
COc1ccc(C2C3=C(CC(C)(C)CC3=O)N=C3c4ccccc4C(=O)C32)cc1OC (configuration not stated) | 3 | 64*
Cc1nc(C)c(CC(=O)NCCn2nc(-c3ccco3)ccc2=O)s1 | 0 | -1
Cc1ccc(C(=O)N2CCN(c3ccc(C)cc3C)C(=O)C2C)cc1 (configuration not stated) | -4 | -1
Cc1nnsc1C(=O)NCCn1nc(-c2cccs2)ccc1=O | -3 | -8
O=C(c1ccc(N2CCOCC2)c([N+](=O)[O-])c1)N(c1ccccn1)C1CCCCC1 | -5 | 13
Cc1c(Cl)cccc1NC(=O)N1CCC(n2cnc3c(C)cccc3c2=O)CC1 | 2 | 0
CCC(=O)OCCN1C(=O)c2cccc3c(N4CCCCC4)ccc(c23)C1=O | -2 | 10
COc1ccc(O)c(-c2cc(C(F)(F)F)nc(-c3ccccc3)n2)c1 | 3 | 7
N#CCN1CCC/C1=C(/C#N)C(=O)c1ccccc1 | -8 | -4
COCCNC(=O)Nc1nc(-c2cc(Cl)sc2Cl)cs1 | -7 | -1
O=c1[nH]c(N2CCN(c3ccccc3)CC2)nc2c(-c3ccccc3F)csc12 | -2 | -4
Cc1nc2nc(-c3ccccc3)[nH]n2c(=O)c1C | -2 | -7
O=C(CN1CCN(Cc2nc3ccccc3[nH]2)CC1)N1CCCc2ccccc21 | -7 | 3
O=C(/C(=C1\Nc2ccc([N+](=O)[O-])cc2N1)[N+](=O)[O-])N1CCCCC1 | 10 | 8
COc1ccc(NC(=O)C2CCN(c3c(C#N)cnc4ccccc34)CC2)c(C)c1 | -1 | -4
Cc1cc(OCCCn2cnc3ccccc3c2=O)ccc1C(C)C | -6 | -10
CC(C)Oc1ccc(/C=C(/NC(=O)c2ccc(Br)o2)C(N)=O)cc1 | -6 | -4
CCC(C)C(=O)N1CCCN(C2=NS(=O)(=O)C(c3ccccc3)=C2C)CC1 (configuration not stated) | -6 | -6
Cc1ccc(S(=O)(=O)c2cc3c(=O)n4cccc(C)c4nc3n(Cc3cccnc3)c2=N)cc1 | -8 | 1
O=C(Nc1ccccc1O)c1cc2ccccc2oc1=O | -1 | 8
CCN1c2ccccc2C(=O)NC12CCN(C(=O)Nc1ccccc1C)CC2 | -3 | -2
Cc1cccc(-n2nc3c(c2NC(=O)c2cccc([N+](=O)[O-])c2C)CS(=O)(=O)C3)c1C | -5 | 6
Cc1[nH]n(-c2cccc(Cl)c2)c(=O)c1C=C1C=c2ccccc2=NC1=O | 7 | 4
COc1ccc(C2CC(C(F)(F)F)n3nc(C(=O)N4CCCCC4C)c(Cl)c3N2)cc1 (configuration not stated) | 1 | 44
CCOc1cccc2cc(C(=O)Nc3ccc(Cl)cc3Cl)c(=N)oc12 | 4 | -1
COc1cccc(N2CC(C(=O)NCC(C)(O)c3ccco3)CC2=O)c1 (configuration not stated) | 0 | -8
O=C(CCCn1cnc([N+](=O)[O-])n1)Nc1cccc(Cl)c1Cl | -4 | 0
CSCCC(NC(=O)c1ccccc1)C(=O)Nc1ccc(C)cc1 (configuration not stated) | -9 | 0
Cc1cc(NC(=O)c2cc(Br)ccc2Cl)ccc1NC(=O)c1ccccc1 | 36 | -1
Clc1cc(Cl)cc(Nc2ncnc3sc4c(c23)CCCC4)c1 | 0 | -15
COc1cccc(C(=O)N2CC(=O)Nc3ccc(F)cc3C2c2ccc(F)cc2)c1 (configuration not stated) | -4 | 12
Cc1cnc(NC(=O)CSc2nnc(COc3ccc4c(c3)CCCC4)o2)s1 | 0 | 4
Cc1csc(-c2c(C(F)(F)F)oc3cc(O)c(C)cc3c2=O)n1 | -6 | 5
Cc1ccc(NC(=O)C2CCN(c3cc(=O)n(C)c(=O)n3C)CC2)cc1C | -1 | 30
CCOC(=O)C(C)c1ccc2cc(OC)ccc2c1 (configuration not stated) | -8 | .
O=C(NCCN1CCOCC1)c1ccc2c(c1)nc1n2CCCCC1 | -2 | -1
CC(=O)N1CCN(c2nc3c(s2)CC(C(=O)NCC2CCCCC2)CC3)CC1 (configuration not stated) | -1 | 13
O=C1c2ccccc2-c2nc3c(Cl)cc(C(F)(F)F)cc3nc21 | -1 | 15
COc1ccc(-c2cc(-c3ccccc3)nc(NN)n2)cc1OC | 0 | 63*
Cc1ccc(C)n1-c1cc(-c2ccccc2)[nH]n1 | -6 | .
CCOc1cc(C2C(=C(O)c3ccc(OC)c(C)c3)C(=O)C(=O)N2CCN(C)C)ccc1O (configuration not stated) | -6 | 0
Cc1ccc(Cn2c(SCC3OCCO3)nc3ccsc3c2=O)cc1 | -6 | -8
COc1cccc(-c2nc(C3CCN(S(=O)(=O)c4ccc(C)cc4)CC3)no2)c1 | -6 | -4
CS(=O)(=O)n1cnc2ccccc21 | 0 | 3
CC(=O)Nc1ccc(S(=O)(=O)Nc2ccc(C)cc2Br)cc1 | -7 | -2
O=C(Nc1cc(-c2cccs2)no1)c1cc(F)cc(F)c1 | -3 | -11
Cc1cc(OCc2nnc(NC(=O)Nc3ccccc3F)s2)ccc1Cl | -1 | 2
COc1cc([N+](=O)[O-])c(C)cc1Sc1ccc(C)cc1 | -14 | .
O=C(NCc1ccccc1)N1CCC(Nc2cccnc2)C1 (configuration not stated) | -3 | -3

Source: PubChem (University of Kansas High Throughput Screening Laboratory)
